# Source: PubChem BioAssay (several laboratories)
# Keap1-Nrf2 PPI: inhibitors of human Keap1-Nrf2 protein-protein interaction; Q14145; Keap1 Kelch-Nrf2 peptide fluorescence polarization, 1536-well; inhibition, % at 9.4 µM; actives 0.15% (n = 340,000); AID 504523; in the data active = inhibition above about 12%; inconclusive = no clear call, values can overlap the other calls; inactive = below about 7.3%;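 also: human Keap1 Kelch domain with fluorescein labeled Nrf2 9mer peptide probe; 0% = neutral control wells and 100% = peptide positive control; higher means more block of Keap1 binding to Nrf2 peptide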
# Target sequence (Q14145 whole entry, looked up, the tested form may be a part): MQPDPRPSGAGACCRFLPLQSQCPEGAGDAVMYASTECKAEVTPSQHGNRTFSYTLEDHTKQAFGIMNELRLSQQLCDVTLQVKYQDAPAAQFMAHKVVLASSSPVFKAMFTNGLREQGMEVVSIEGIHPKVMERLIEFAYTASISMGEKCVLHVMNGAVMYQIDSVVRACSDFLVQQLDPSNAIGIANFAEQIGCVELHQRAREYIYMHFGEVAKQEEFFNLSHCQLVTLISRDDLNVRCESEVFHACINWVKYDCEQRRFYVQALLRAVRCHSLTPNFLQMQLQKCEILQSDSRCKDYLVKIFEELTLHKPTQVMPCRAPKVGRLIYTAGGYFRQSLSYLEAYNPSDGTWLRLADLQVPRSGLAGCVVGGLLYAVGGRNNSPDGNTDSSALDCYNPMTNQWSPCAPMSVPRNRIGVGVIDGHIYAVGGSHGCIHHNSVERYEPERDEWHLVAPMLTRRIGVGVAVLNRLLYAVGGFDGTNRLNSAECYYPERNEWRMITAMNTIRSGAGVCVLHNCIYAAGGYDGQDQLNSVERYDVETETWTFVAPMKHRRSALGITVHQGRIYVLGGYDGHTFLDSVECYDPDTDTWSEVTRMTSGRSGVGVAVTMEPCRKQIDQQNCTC
# Rtt109 HAT inh: C. albicans Rtt109 histone acetyltransferase inhibition; Q5AAJ8; actives 0.16% (n = 330,000); AID 540336; purified Rtt109/Vps75, ThioGlo CoA-SH fluorescence, 4 h; inhibition, % at 34.9 µM;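 active = inhibition of at least 50% in every replicate; inconclusive = best replicate reaches 50% inhibition but some replicates fall short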
# Target sequence (Q5AAJ8 whole entry, looked up): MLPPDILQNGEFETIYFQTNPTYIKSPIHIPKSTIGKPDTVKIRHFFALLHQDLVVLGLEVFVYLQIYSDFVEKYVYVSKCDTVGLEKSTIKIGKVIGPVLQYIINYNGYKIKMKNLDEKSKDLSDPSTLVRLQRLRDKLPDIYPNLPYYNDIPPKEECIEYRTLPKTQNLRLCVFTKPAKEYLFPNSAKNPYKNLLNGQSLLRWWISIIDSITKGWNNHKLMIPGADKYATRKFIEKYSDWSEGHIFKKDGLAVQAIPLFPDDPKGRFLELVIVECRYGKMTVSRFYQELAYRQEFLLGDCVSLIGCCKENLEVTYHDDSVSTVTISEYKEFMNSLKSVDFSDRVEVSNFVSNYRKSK
# LANA DNA inh: inhibitors of KSHV LANA C-terminal domain DNA binding | MBP-C-LANA/FAM-LBS DNA binding, fluorescence polarization | actives 0.078% (n = 340,000) | inhibition, % at 9 µM;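 active = highest replicate inhibition at or above 60% at 9 µM, even if other replicates fall short; inactive = all replicates below 60% inhibition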;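 also: 0% = neutral control wells and 100% = 4 µM acridine orange control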
# NSD2 HMT inh: blocks human histone methyltransferase NSD2; O96028; inhibition, % at 12.5 µM; actives 0.54% (n = 310,000); NSD2 peptide methylation, AlphaScreen, 120 min; in the data active = inhibition above about 50%
# PfHsp90 set2: reduces growth (ATP signal) of yeast expressing P. falciparum Hsp90. S. cerevisiae expressing PfHsp90, BacTiter-Glo ATP, 48 h; yeast lacking PDR1 and PDR3 efflux regulators. inhibition, % at 9.4 µM. actives 0.32% (n = 310,000);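 active = every replicate shows inhibition above about 80%, whatever the replicate mean, limit read from the data; inconclusive = mean inhibition reaches the set limit but some replicate falls short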;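 also: 0% = DMSO neutral controls and 100% = 20 µM radicicol positive controls; yeast relying on Plasmodium falciparum Hsp90 in place of its own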
# PvdQ inh: blocks Pseudomonas aeruginosa PvdQ acylase activity. purified PvdQ acylase, fluorescence plate reader. actives 0.063% (n = 340,000). inhibition, % at 10 µM; in the data active = inhibition above about 30%, passing the limit was not always enough; inconclusive = no clear call, values can overlap the other calls;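 also: 0% = vehicle neutral wells and 100% = reference inhibitor wells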
# Cardiac RTF inh: cardiac RTF calcium desensitization | P19429+P45379 | IANBD-labeled cardiac RTF, Ca2+ fluorescence | inhibition, % at 7.15 µM | actives 0.12% (n = 340,000) | AID 493244;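 active = inhibition above the mean inhibition of all tested compounds plus 3 SD, cut at about 17% in these data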;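 also: assay run at fixed EC70 calcium of 1.6 mM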
# CDK5 p35 inh: blocks human CDK5/p35 kinase activity. inhibition, % at 10 µM. Recombinant CDK5/p35, ADP-Glo luminescence, 60 min. actives 0.01% (n = 330,000). Q00535+Q15078;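 active = highest replicate inhibition of at least 50% and at least 75% of replicates reaching 50%; inconclusive = only one of the two criteria met; inactive = both criteria failed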;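 also: plate controls were DMSO neutral control for no effect and GW8510 at 10 µM for full effect; many of its hits are not listed in these tables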
# cardiac RTF act: increases calcium sensitivity of human cardiac regulated thin filaments; IANBD-labeled TnC RTF fluorescence at EC20 calcium; 0% EC20 calcium, 100% full calcium; activation, % at 7.2 µM; actives 0.24% (n = 340,000);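 active = activation above the mean over all tested compounds plus 3 SD, cut at about 30% in these data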;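 also: rise in fluorescence read as greater calcium sensitivity of cardiac thin filaments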
# dFosB act: enhances mouse delta FosB homodimer DNA binding; P13346; actives 0.99% (n = 340,000); purified delta FosB, TAMRA-CDK5 oligo fluorescence polarization; percent of positive-control signal above neutral wells; AID 493131; activation, % at 25 µM;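 active = mean activation above about 17%, with every replicate also reaching it, limit read from the data, passing the limit was not always enough; inconclusive = only one of the two conditions met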;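 also: fluorescence polarization rise as delta FosB binds a TAMRA Cdk5 AP-1 oligo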
# SUMO Mot1 rescue: SUMOylation pathway inhibition by Mot1-301 growth rescue | S. cerevisiae Mot1-301 growth rescue, ATP luminescence, 38.5C; percent above DMSO median, 100 means doubled | growth rescue, % at 18.8 µM | actives 1% (n = 320,000);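 active = every valid replicate shows activation above 250% relative to neutral control wells; inactive = the rest, any valid replicate at or below 250%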;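 also: OY570 slx delta 5 strain wells were the positive control but not used for scaling; some compounds called inactive have numbers as strong as hits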
# * = called active by the depositor; ? = inconclusive; . = not tested or not shown. Outcome played no part in choosing rows. Share with any hit: about 3.2%.
Structure	Keap1-Nrf2 PPI	Rtt109 HAT inh	LANA DNA inh	NSD2 HMT inh	PfHsp90 set2	PvdQ inh	Cardiac RTF inh	CDK5 p35 inh	cardiac RTF act	dFosB act	SUMO Mot1 rescue
Cn1cc(/C=C2/SC(=O)N(c3ccccc3)C2=O)c2ccccc21	3.9	-8.2	0.9	-0.7	-3.0	-5.4	-12.7	0.6	-11.5	3.9	27.2
COc1cc2c(cc1OC)CN(C(=O)CCOc1ccccc1C)CC2	-1.1	-4.2	0.6	-2.6	9.7	-10.9	-4.4	2.4	3.5	-7.6	-4.8
COc1ccc(CCN(C)CC(=O)Nc2ccc(F)c(Cl)c2)cc1OC	0.6	2.3	0.8	40.8	1.7	-1.1	1.5	-1.1	-2.2	-9.5	-11.0
CC(=O)Oc1cccc(C(=O)Nc2ccccc2C(=O)N2CCCC2)c1	3.1	0.6	-1.2	.	-22.1	-4.4	1.5	1.7	-2.5	-2.6	-9.0
CC(C)Cn1nc(NS(=O)(=O)c2ccccc2)c2cc3ccccc3nc21	-3.6	12.3	-0.6	-0.7	-28.5	12.0	0.2	0.8	-1.7	-0.7	-3.3
COCCc1ncc(CN2CCCCC2C(=O)Nc2ccc(Oc3ccccc3)nc2)cn1 (stereo not given)	-4.7	-10.5	0.7	-3.4	8.4	-0.6	-0.6	1.6	-4.2	-2.5	-5.8
O=C(Nc1cccc2c1[nH]c1ccccc12)C(F)(F)F	4.7	-3.6	-1.1	-3.3	-0.4	-9.0	-7.1	0.8	-4.7	3.0	8.8
O=C(Nc1cccc(C(=O)O)c1)/C(=C\c1ccc2c(c1)OCO2)NC(=O)c1ccc(Br)cc1	0.6	-8.9	-3.5	5.0	7.6	17.6	8.5	-0.8	-4.9	-7.0	-7.1

# Random excerpt: two entries already listed
Structure	Keap1-Nrf2 PPI	Rtt109 HAT inh	LANA DNA inh	NSD2 HMT inh	PfHsp90 set2	PvdQ inh	Cardiac RTF inh	CDK5 p35 inh	cardiac RTF act	dFosB act	SUMO Mot1 rescue
COc1ccc(CCN(C)CC(=O)Nc2ccc(F)c(Cl)c2)cc1OC	0.6	2.3	0.8	40.8	1.7	-1.1	1.5	-1.1	-2.2	-9.5	-11.0
Cn1cc(/C=C2/SC(=O)N(c3ccccc3)C2=O)c2ccccc21	3.9	-8.2	0.9	-0.7	-3.0	-5.4	-12.7	0.6	-11.5	3.9	27.2

# (more compounds)
Structure	Keap1-Nrf2 PPI	Rtt109 HAT inh	LANA DNA inh	NSD2 HMT inh	PfHsp90 set2	PvdQ inh	Cardiac RTF inh	CDK5 p35 inh	cardiac RTF act	dFosB act	SUMO Mot1 rescue
Cc1ccc(SCC(=O)NC(=O)NC(C)C)c(C)c1	-3.6	35.9	0.3	-1.5	-5.1	-2.1	-1.8	-0.6	-0.6	-3.4	-30.2
CCCNS(=O)(=O)c1ccc(OCC(=O)NCCCOC)cc1	-5.8	1.3	0.1	.	.	-7.8	-3.8	-2.7	2.5	-4.1	-5.4
O=C(NCCc1ccccc1)C1CCC(CNS(=O)(=O)c2cccc3cccnc23)CC1 (stereo not given)	-4.0	3.9	0.2	-2.0	6.0	-7.8	6.1	-0.2	0.4	-7.3	-7.6
CCNc1nnc(SCC(=O)c2c(N)n(C3CC3)c(=O)[nH]c2=O)s1	1.1	0.2	-0.5	4.6	.	24.5	6.8	0.3	-3.6	5.8	-9.1
CCC(=O)N1CCN(c2ccc(NC(=O)c3ccc4c(c3)OCO4)cc2)CC1	3.3	4.6	0.7	-6.5	.	-7.6	4.6	-0.1	6.5	2.5	56.5
CCOC(=O)C1CCCN(Cc2c(C(=O)N3CCCCC3)nc3c(C)cccn23)C1 (stereo not given)	2.5	-16.3	0.3	8.9	.	-13.1	2.1	-1.6	-1.5	-9.1	-23.5
COc1cc2ccccc2cc1C(=O)Nc1cccnc1	-0.5	-0.1	-2.0	-1.1	-12.2	0.9	-3.9	1.8	-0.8	-15.2	1.6
COc1ccc(NCc2nnc(SCC(=O)NCc3ccccc3)n2-c2ccccc2OC)cc1	-1.6	2.2	-1.6	1.5	10.5	-13.5	-19.3	1.4	-4.4	-2.6	118.5
COc1cccc(-c2nc3ccc(C(=O)NC(C)Cc4cccnc4)cc3o2)c1 (stereo not given)	2.4	22.6	-1.1	25.5	-4.3	7.6	-2.0	0.9	3.2	-25.4	-6.2
CCCCN(C(=O)CSCC(=O)Nc1ccc(C)cc1)c1c(N)n(CCCC)c(=O)[nH]c1=O	2.7	-5.1	2.2	-3.8	-12.0	-8.5	-17.2	0.7	-13.1	-13.8	-4.9
Cc1cc(N2CCC(C)CC2)nc(-c2ccccc2O)n1	-3.7	-2.6	1.0	-4.2	-21.0	3.1	-14.8	-9.7	-3.1	1.5	5.6
CC(C)c1onc(C(=O)N2CCN(Cc3ccccc3)CC2)c1[N+](=O)[O-]	2.0	-3.0	0.5	.	-34.5	-14.4	-4.4	-0.2	5.9	-1.0	-37.1
COc1ccc(OC)c(CCNC(=O)Cn2nc(C)c3c(C)n(-c4ccc(C)cc4)nc3c2=O)c1	-1.0	3.6	-1.5	1.3	0.8	-0.5	4.1	-0.3	-4.5	?	-15.6
COc1ccc(C(CNC(=O)c2cccc(S(=O)(=O)NCc3ccccc3)c2)N(C)C)cc1 (stereo not given)	3.8	3.0	-0.5	-3.9	-14.9	-6.9	-5.2	-0.7	-0.2	-4.7	4.8
CSc1ccccc1OCc1cc(C(=O)NC(C)Cn2cncn2)no1 (stereo not given)	1.8	-7.3	-0.5	0.2	19.6	2.2	-4.2	0.1	-1.3	-2.6	224.6
CCN(C[C@H]1N[C@@](C)(C(=O)OC)[C@H]2C(=O)N(C)C(=O)[C@@H]12)C(C)=O	-5.3	-0.2	-0.7	.	-4.3	-16.1	-8.1	-1.2	4.5	1.1	.
N#C/C(=C\c1ccccc1[N+](=O)[O-])C(=O)NC1CCCCC1	-3.6	20.3	1.9	7.2	-19.4	11.2	-23.2	0.6	5.7	-2.7	0.7
C[C@@]12C(=O)N(CCO)CC(=O)N1[C@H](/C=C/c1ccccc1)[C@@H]1C(=O)N(c3ccccc3)C(=O)[C@@H]12	-0.3	1.0	0.4	.	-15.5	1.3	2.8	16.0	-8.0	2.1	2.7
COc1cc2c(C#CCCCO)c(-c3ccc(C#N)cc3)oc(=O)c2cc1OC	-1.2	3.4	0.8	.	1.1	3.9	-8.6	0.0	-0.7	-28.7	9.4
COC(=O)c1ccc(NC(=O)CSCc2ccc(C)cc2)cc1	-1.8	-0.1	0.4	-3.8	2.7	-8.7	0.2	0.8	0.7	-9.3	-9.0
Cn1c(NCc2cccnc2)nc2c1c(=O)n(Cc1ccccc1F)c(=O)n2C	-2.9	15.0	2.2	3.6	-10.6	-12.1	-11.9	0.8	7.1	-6.9	-7.5
Cc1cc(C(=O)COc2ccc(-c3nnco3)cc2)c(C)n1Cc1ccccc1	-4.9	6.4	0.8	0.1	.	4.6	-2.6	-0.1	3.2	2.0	-25.5
Cc1ccc(NC(=O)CSCC(=O)NCCc2ccccc2)c(C)c1	-2.9	6.1	-0.2	-3.0	.	-7.1	-6.3	-1.3	5.0	-11.8	22.7
Cc1cc(C)cc(-n2ncc3c2CCCC3NC(=O)c2cc(C)oc2C)c1 (stereo not given)	-0.1	-5.5	0.1	1.3	-11.1	-6.4	4.5	0.3	-4.4	1.6	0.4
CCCCn1c(N)c(N(CC)C(=O)C2CCC2)c(=O)[nH]c1=O	-1.9	1.0	4.6	-0.5	7.3	11.0	0.7	-0.2	-3.3	5.7	-0.8
CCc1ccc(-c2cc(C)no2)cc1S(=O)(=O)N1CCN(c2cc(C)ccc2C)CC1	-3.2	6.8	-2.2	1.6	-20.0	1.9	2.1	-1.1	2.3	-11.1	12.6
O=C(COC(=O)c1ccccc1)Nc1cccc(S(=O)(=O)N2CCCCC2)c1	3.3	-4.4	1.8	35.2	-1.1	-10.4	-2.6	0.4	-11.9	4.0	.
N#Cc1ccccc1S(=O)(=O)N1CCN(C(=O)CN2CCCSc3ccccc32)CC1	2.0	11.5	0.6	1.0	8.7	-15.0	-6.9	-0.4	-4.2	-11.1	-3.2
COc1ccc(/C=N\N=C2/SC(CC(=O)O)C(=O)N2c2ccc(O)cc2)cc1OC (stereo not given)	-5.8	-9.6	1.0	-0.1	1.1	-9.7	-10.6	-1.2	2.9	-2.9	-10.9
c1ccc(Cn2nnnc2C(c2cccs2)N2CCSCC2)cc1 (stereo not given)	3.3	0.8	0.9	-1.5	-21.5	-8.5	4.7	1.0	1.5	-4.4	157.4
Cc1cc([N+](=O)[O-])ccc1NC(=O)CCC(=O)N1CCCCCC1	-0.1	12.6	1.4	0.4	-14.7	-2.0	0.6	-2.0	1.9	6.1	12.8
CCc1ccc2c(c1)C(c1ccc([N+](=O)[O-])cc1)=NNC(c1ccc(Br)cc1)=N2	0.7	2.6	-1.3	-0.4	-22.7	-10.9	-14.5	-1.8	7.2	1.3	-2.7
COC(=O)CSc1nnc(C)c(=O)[nH]1	2.7	-2.0	1.7	-4.0	15.2	-11.3	-3.6	0.4	-2.0	-1.6	1.0
CC1=N/C(=C\c2ccc([N+](=O)[O-])cc2)C(=O)N1c1ccc(Cl)cc1	1.5	-3.5	0.4	.	-32.2	7.5	2.7	-0.5	-4.8	-10.2	-16.0
Cc1ccc(NC(=O)COC(=O)c2cccc(N3C(=O)c4ccccc4C3=O)c2)cc1	-2.3	6.4	0.1	0.7	12.0	-20.1	-2.2	0.0	3.6	49.9*	-13.2
Cc1ccc(C(=O)N2CC(=O)Nc3ccc(F)cc3C2c2ccc(F)cc2)cc1 (stereo not given)	2.1	-4.2	0.1	8.8	-11.2	-14.7	-4.8	0.0	-5.3	-19.4	-1.9
Cc1oc2cc(O)ccc2c(=O)c1N1C(=O)c2ccccc2C1=O	-0.8	-1.0	-1.2	-0.2	10.8	-17.6	-7.8	2.0	1.9	5.7	2.8
COc1ccc(C(=O)Nn2c(C)nc3ccccc3c2=O)cc1[N+](=O)[O-]	-0.2	-4.5	3.6	-1.3	8.2	0.0	-2.9	0.3	1.1	5.9	0.4
CN1CCN(C(=O)C2=C[C@H](c3coc4ccccc4c3=O)C[C@H](OCc3ccc(CO)cc3)O2)CC1	-0.9	5.5	1.5	.	21.6	-17.9	6.2	-1.1	1.9	-7.7	19.0
O=C(C[C@@H]1C/C=C\C[C@@H](Cc2ccc(F)cc2)C(=O)OCCNC1=O)NCCO	-4.2	6.3	-3.8	.	5.7	1.2	-6.6	-0.4	-2.2	0.7	111.7
O=C(Nc1nccs1)C1CCN(S(=O)(=O)c2ccc3c(c2)OCCCO3)CC1	-1.7	.	0.5	.	4.8	-11.1	-3.3	1.8	1.7	-3.1	-6.0
